OX1R antag-1 = OX1R (human) antagonism | inhibition, % at 6.6 µM | 330,000 tested, 1.8% active | OX1R-expressing cells, FRET antagonist read-out | AID 485270; in the data active = inhibition mostly above about 38%, no sharp cut-off; inactive = mostly below about 40%;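 also: 0% = agonist challenge alone and 100% = reference antagonist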
Target sequence (O43613 whole entry, looked up): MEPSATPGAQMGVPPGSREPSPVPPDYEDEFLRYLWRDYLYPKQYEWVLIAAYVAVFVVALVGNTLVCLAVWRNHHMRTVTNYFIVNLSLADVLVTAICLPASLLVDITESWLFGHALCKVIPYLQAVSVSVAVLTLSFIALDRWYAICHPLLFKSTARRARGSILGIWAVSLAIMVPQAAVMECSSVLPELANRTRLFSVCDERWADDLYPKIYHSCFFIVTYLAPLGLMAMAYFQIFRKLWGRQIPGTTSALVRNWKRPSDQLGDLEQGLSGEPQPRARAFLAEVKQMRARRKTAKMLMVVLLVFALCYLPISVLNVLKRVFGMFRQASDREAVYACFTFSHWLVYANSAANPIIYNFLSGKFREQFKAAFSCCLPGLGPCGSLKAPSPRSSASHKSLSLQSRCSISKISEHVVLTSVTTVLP
OX1R antag-2 = antagonists of human orexin 1 receptor; inhibition, % at 5 µM; AID 434989; CHO/OX1R cells, Fluo-8 calcium fluorescence, orexin A; 330,000 tested, 0.43% active;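 active = inhibition above its plate's threshold, mean inhibition of all tested compounds on the plate plus 3 SD, cut at about 37% in these data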;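 also: 0% = orexin A challenge wells and 100% = SB-334867-A antagonist wells; not every result past the cut was called active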
CHT allo act = human CHT allosteric activation; CHT-expressing cells, membrane potential dye, choline EC20; stronger effect = higher value; LV-AA mutant CHT in HEK293 cells; B-score at 10 µM; 310,000 tested, 0.49% active; AID 488977;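 active = initial fluorescence not abnormally high and integrated response B-score, plate-corrected, over 3 SD above library mean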
Target sequence (Q9GZV3 whole entry, looked up): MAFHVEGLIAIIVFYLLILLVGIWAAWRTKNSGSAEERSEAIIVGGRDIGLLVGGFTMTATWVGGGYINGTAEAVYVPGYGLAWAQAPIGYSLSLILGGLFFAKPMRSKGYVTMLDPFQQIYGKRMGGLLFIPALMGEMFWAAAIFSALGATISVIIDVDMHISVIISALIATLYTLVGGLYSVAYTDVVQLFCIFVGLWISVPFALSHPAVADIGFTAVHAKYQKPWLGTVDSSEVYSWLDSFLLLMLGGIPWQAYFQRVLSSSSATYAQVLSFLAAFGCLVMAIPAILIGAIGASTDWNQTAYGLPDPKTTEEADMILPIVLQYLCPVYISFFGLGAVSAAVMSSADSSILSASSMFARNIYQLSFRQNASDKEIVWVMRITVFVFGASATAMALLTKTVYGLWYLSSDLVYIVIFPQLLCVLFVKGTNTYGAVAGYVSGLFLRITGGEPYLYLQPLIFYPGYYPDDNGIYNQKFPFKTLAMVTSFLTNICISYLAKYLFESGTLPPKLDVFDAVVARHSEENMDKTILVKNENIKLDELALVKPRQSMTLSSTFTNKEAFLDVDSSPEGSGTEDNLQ
* = called active by the depositor; i = inactive; · = not tested or not shown.

SMILES | OX1R antag-1 | OX1R antag-2 | CHT allo act
CCOC(=O)C1CCCN(C(=O)c2csc(-c3ccc4c(c3)CCO4)n2)C1 (centres undefined) | 15.3 | -28.6 | i
CNC(=O)COC(=O)c1cc2c(s1)CCCC2 | 5.0 | -18.4 | i
CCOc1ccc(NC(=O)CN(C)C(=O)c2ccc(-c3ccc(C(C)=O)cc3)o2)cc1OCC | 29.6 | -20.1 | i
COc1ccc(NC(=O)C2CCCN2S(=O)(=O)c2cccc3cccnc23)c(OC)c1 (centres undefined) | 13.2 | -29.6 | i
Cn1c(CC(=O)NNC(=O)c2ccc(F)cc2Cl)nc2ccccc21 | 2.3 | 8.5 | ·
CCOC(=O)C1Cc2ccccc2C(=O)O1 (centres undefined) | 10.8 | -2.2 | i
CCN(CC)CCN=CC1=C(O)CNC1=O | 25.8 | -11.2 | i
CC1(C)CC(=O)/C(=C(\O)CCCN2C(=O)c3ccccc3C2=O)C(=NCC(=O)O)C1 | 9.2 | 8.9 | i
COC(=O)CN(c1ccc(F)cc1)S(=O)(=O)c1ccccc1 | 6.0 | -18.5 | i
CC1=Nc2ccc(C)cc2N(Cc2ccccc2)C(=O)C1 | 4.8 | -37.4 | i
Cc1ccc(S(=O)(=O)/N=C2/NC(=O)/C(=C\c3ccccc3)S2)cc1 | 32.6* | 4.1 | ·
N#CCCn1nc(-c2ccccc2)cc1Nc1ccccc1NC(=O)c1cccs1 | 10.8 | -8.6 | i
CC(C)c1ccc(N=Cc2c(O)c3ccccc3oc2=O)cc1 | 20.3 | -20.8 | i
COC(=O)C1=C(C)N(c2ccc(F)c(Cl)c2)C(=O)C1 | 15.5 | -13.5 | i
CCOC(=O)N1CCN(C(=O)c2ccc(OC(C)=O)cc2)CC1 | 4.4 | -25.5 | i
COc1ccc(C(=O)CC(CC(=O)c2ccc(OC)cc2)C(=O)O)cc1 | 4.8 | 4.0 | i
Cc1ccc(S(=O)(=O)N2[C@@H](c3ccc(Cl)cc3)C(C(=O)O)=CC[C@H]2c2ccc3c(c2)OCO3)cc1 | 30.8 | -18.4 | i
Cc1ccccc1NC(=O)c1ccc2c(c1)N(C)CCS2 | 18.4 | -24.1 | i
CC1=NN(c2ccc(C)cc2C)C(=O)C1C(c1cccc(O)c1)C1C(=O)N(c2ccc(C)cc2C)N=C1C (centres undefined) | 39.8 | 2.2 | i
C[C@]12c3[nH]c4ccccc4c3CCN1C(=O)C(CC(=O)NCCC1=CCCCC1)C[C@@H]2C(=O)N1CCCCC1 (some centres undefined) | -1.3 | -30.0 | ·
COc1ccc(C2CC(c3ccncc3)=NN2c2ccc(S(N)(=O)=O)cc2)cc1 (centres undefined) | 12.6 | 5.4 | ·
COc1cc(NC(=O)c2ccccc2Cl)ccc1NC(=O)c1cccs1 | 8.7 | -24.7 | i
Cn1c(N)c(C(=O)c2ccc(Oc3ccccc3)cc2)c(=O)n(C)c1=O | 9.8 | -19.0 | i
CCCn1c(SCC(=O)N2c3ccccc3Sc3ccccc32)nc2c1c(=O)n(C)c(=O)n2C | 6.1 | -8.8 | i
CCN(CC)C(=O)c1scc2c1OCCO2 | 13.1 | -63.9 | i
CCn1cc(C2=NOC(C(=O)Nc3cc(OC)c(Cl)cc3OC)C2)c(C)n1 (centres undefined) | 12.1 | -5.3 | i
Cc1nc(NC(=O)C2CC2)sc1C(=O)N1CCCCC1 | 3.5 | -9.8 | i
Cc1oncc1C(=S)Nc1ccccc1 | -2.1 | -6.8 | i
CCCC(=O)Nc1ccc(C(=O)NN=C(C2CC2)C2CC2)cc1 | 12.1 | -3.1 | i
COC(=O)c1ccc(CSc2nnnn2-c2ccc(C)cc2C)o1 | 14.8 | 19.6 | i
Cc1ccc(OCCC(=O)Nc2ccc3c(c2)OCO3)cc1 | 0.0 | -0.1 | ·
CNS(=O)(=O)c1cnccc1N1CCN(C)CC1 | 21.4 | -9.9 | i
Cc1cccn2c(=O)c(/C=C(\C#N)C(=O)NC3CCS(=O)(=O)C3)c(N3CCC(C(N)=O)CC3)nc12 (centres undefined) | 18.2 | -10.1 | i
COc1ccc(NS(=O)(=O)c2cccc(C(=O)N/N=C/c3ccc(O)cc3)c2)cc1 | 10.3 | -6.8 | i
O=C(NCCn1cc(SCc2ccccc2F)c2ccccc21)c1c(F)cccc1F | 25.5 | 1.9 | i
COc1ccc(/C=N/NC(=O)C(=O)NCc2cccnc2)cc1OC | 24.5 | -24.9 | i
COc1ccc(NC(=O)c2cccc(S(=O)(=O)N3CCCCCC3)c2)cc1 | 24.7 | -10.7 | i
COc1ccc(OC)c(C(c2nnnn2C2CCCC2)N2CCc3ccccc3C2)c1 (centres undefined) | 13.0 | -7.9 | i
COCc1cc(C)n(CC(=O)Nc2ccc(N3CCOCC3)c(Cl)c2)c(=O)c1C#N | 2.2 | -16.5 | i
COc1ccc(-c2nnc(SCC(=O)N3c4ccccc4Sc4ccccc43)o2)cc1 | 7.2 | -12.6 | i
COc1ccc([N+](=O)[O-])cc1NC(=O)COC(=O)C1CC1 | 39.2 | -7.0 | i
Cc1ccc(NC(=S)N(CCCN2CCOCC2)Cc2ccco2)cc1C | -0.2 | 2.4 | i
COc1ccc(-c2cc(C(=O)Nc3cccnc3)c3ccccc3n2)cc1OC | 11.7 | -13.9 | i
CC(C)(C)N1CC(c2nc3ccccc3n2Cc2ccccc2)CC1=O (centres undefined) | 3.2 | -11.8 | i
COc1cc(C(=O)N2CCN(c3ccc(C)cc3C)CC2)cc(OC)c1OC | 22.7 | -40.3 | i
COCCNC(=O)CC(NS(=O)(=O)c1ccc(NC(C)=O)cc1)C(C)C (centres undefined) | 9.7 | -9.4 | i
COCCN1CCC(CNCc2cn[nH]c2-c2ccc(C)c(C)c2)C1 (centres undefined) | 1.0 | -0.4 | i
Cc1ncc(CN2CCN(Cc3ccccc3)C(CCO)C2)s1 (centres undefined) | 25.7 | -21.2 | i
Cc1ccc(C)c(C(=O)NCc2ccncc2)c1 | 2.7 | -18.1 | i
Cc1ccn2cc(CC(=O)O)nc2c1 | 6.9 | -5.8 | i
CC12CCC(c3nnc(SCC(=O)Nc4cccc5ccccc45)nc31)C2(C)C (centres undefined) | 8.8 | -16.4 | i
CC(Nc1nc(N2CCNCC2)nc2ccccc12)c1ccccc1 (centres undefined) | 11.7 | -30.3 | 7.12*
Nc1cc(N)nc(SCc2cc(=O)oc3cc4c(cc23)CCC4)n1 | 34.8 | -30.3 | i
CC(=O)c1cccc(NC(=O)C(OC(=O)c2ccccc2NS(=O)(=O)c2cccs2)c2ccccc2)c1 (centres undefined) | 23.4 | 13.5 | i
CN(C)S(=O)(=O)N1CCCC(C(=O)c2ccc(-c3ccccc3)cc2)C1 (centres undefined) | 8.3 | -5.2 | i
O=C(Nc1ccccc1Cl)c1cccc(NC(=O)C2C3CC4OC(=O)C2C4C3)c1 (centres undefined) | 11.3 | -11.1 | i
COc1cccc(C(C(=O)NC2CCCCC2)N(C(=O)c2csnn2)C2CC2)c1 (centres undefined) | 12.9 | -36.1 | i
CC(=O)c1sc2nc(SCC(=O)NCCc3ccccc3)[nH]c(=O)c2c1C | 4.4 | -2.6 | i
Cc1cc2nnc(SCC(=O)N3CCN(c4ccccc4)CC3)n2c(N)n1 | 19.1 | -15.0 | i
CN1C(=O)NC2C1N(S(C)(=O)=O)CCN2S(C)(=O)=O (centres undefined) | 6.2 | -8.5 | i
Other records follow.
SMILES | OX1R antag-1 | OX1R antag-2 | CHT allo act
CCOc1cc(C2C(C(=O)c3ccc(C)cc3)=C(C(=O)OC)Nc3nnnn32)ccc1O (centres undefined) | 19.1 | -18.0 | i
COc1ccc(S(=O)(=O)N(C)C2(C)CCS(=O)(=O)C2)cc1OC (centres undefined) | 9.9 | -2.9 | i
C=CCC(=O)NC(C)c1cnn(-c2ccccc2C)c1C (centres undefined) | 18.9 | -19.8 | i
COc1ccc(CN(C)CC(=O)Nc2cccc(S(=O)(=O)N3CCCC3)c2)cc1F | 4.8 | -11.3 | ·
O=C(C1CCCC1)N1CCCC(Nc2ccccc2)C1 (centres undefined) | 21.1 | 2.2 | i
COc1ccc2nc(SCC(=O)N3CCCCCC3)c(C#N)cc2c1 | 23.7 | -22.7 | i
COc1ccc(NS(=O)(=O)NC(=O)c2cn(C)c3ccccc23)cc1 | 13.4 | -14.1 | i
CC(C)CC(=O)Nc1ccccc1-c1nnn(CC(=O)N2CCc3ccccc3C2)n1 | 18.2 | -46.6 | i
CCC[C@@H](OS(N)(=O)=O)[C@@H](Cc1ccccc1)C(=O)OCC | 38.1 | -17.8 | i
CCN(CCNC(=O)c1ccc2nc(-c3ccccc3NC(C)=O)c(=O)[nH]c2c1)c1ccccc1 | 24.7 | -14.7 | i
O=C(NCCCn1ccnc1)c1cc2c(s1)CCCC2 | 8.8 | 0.4 | i
O=C(/C=C/c1ccccc1)NCC(=O)N/N=C/c1ccccc1[N+](=O)[O-] | -9.6 | -19.3 | i
CCOC(=O)c1ccc(N2C(=O)c3n[nH]c(C)c3C2c2cccnc2)cc1 (centres undefined) | 13.8 | -15.1 | i
O=C(O)CCc1ccc(-c2cccs2)n1NC(=O)c1cccs1 | 20.9 | -23.0 | i
CSCCC(NS(=O)(=O)c1ccccc1F)C(=O)N1CCCCCC1 (centres undefined) | 13.6 | -20.1 | i

Shown as comma-separated lines: part of the list above
mol,OX1R antag-1,OX1R antag-2,CHT allo act
COc1ccc(S(=O)(=O)N(C)C2(C)CCS(=O)(=O)C2)cc1OC (centres undefined),9.9,-2.9,i
C=CCC(=O)NC(C)c1cnn(-c2ccccc2C)c1C (centres undefined),18.9,-19.8,i
COc1ccc(CN(C)CC(=O)Nc2cccc(S(=O)(=O)N3CCCC3)c2)cc1F,4.8,-11.3,·
O=C(C1CCCC1)N1CCCC(Nc2ccccc2)C1 (centres undefined),21.1,2.2,i
COc1ccc2nc(SCC(=O)N3CCCCCC3)c(C#N)cc2c1,23.7,-22.7,i
COc1ccc(NS(=O)(=O)NC(=O)c2cn(C)c3ccccc23)cc1,13.4,-14.1,i
CC(C)CC(=O)Nc1ccccc1-c1nnn(CC(=O)N2CCc3ccccc3C2)n1,18.2,-46.6,i
CCC[C@@H](OS(N)(=O)=O)[C@@H](Cc1ccccc1)C(=O)OCC,38.1,-17.8,i
CCN(CCNC(=O)c1ccc2nc(-c3ccccc3NC(C)=O)c(=O)[nH]c2c1)c1ccccc1,24.7,-14.7,i
O=C(NCCCn1ccnc1)c1cc2c(s1)CCCC2,8.8,0.4,i
O=C(/C=C/c1ccccc1)NCC(=O)N/N=C/c1ccccc1[N+](=O)[O-],-9.6,-19.3,i
CCOC(=O)c1ccc(N2C(=O)c3n[nH]c(C)c3C2c2cccnc2)cc1 (centres undefined),13.8,-15.1,i
O=C(O)CCc1ccc(-c2cccs2)n1NC(=O)c1cccs1,20.9,-23.0,i
CSCCC(NS(=O)(=O)c1ccccc1F)C(=O)N1CCCCCC1 (centres undefined),13.6,-20.1,i

(continued)
SMILES | OX1R antag-1 | OX1R antag-2 | CHT allo act
COc1ccc(N(Cc2cc3cc(OC)ccc3[nH]c2=O)C(=O)c2cccnc2)cc1 | 23.8 | -38.9 | i
CN(C)c1cccc(C(=O)N(C)C2CCCN(Cc3ccccc3F)C2)c1 (centres undefined) | 23.7 | -27.6 | i
CC(C)C[C@H](NC(=O)c1nc[nH]c1C(=O)N1CCN(C(=O)OC(C)(C)C)CC1)C(=O)OC(C)(C)C | 28.0 | -14.9 | i
Cc1nc2c(sc(=S)n2Cc2ccco2)c(=O)n1CC(=O)Nc1cc(F)ccc1F | 24.3 | -1.0 | i
COc1ccc(/C=C(\NC(=O)c2ccc(OCC(C)C)cc2)C(=O)OCc2ccco2)cc1 | 19.9 | -14.8 | i
O=C(Nc1ccc(N2CCCC2)cc1)c1cccc(F)c1 | 13.2 | -19.2 | i
Cc1ccc2cc(CCNC(=O)CC(C)C)c(=O)[nH]c2c1 | 17.9 | -0.6 | i
O=C(CSc1nnc(NCc2ccccc2)s1)c1ccco1 | 53.6 | 31.6 | i
Cn1ncc2cc(NC(N)=S)ccc21 | 1.8 | 5.9 | i
O=c1[nH]c2ccccc2n1Cc1ccc(F)cc1 | 14.1 | -7.8 | i
CCN(CC)S(=O)(=O)c1ccc(C)c(NC(=O)COC(=O)CCC(=O)c2cccs2)c1 | 8.3 | -2.3 | ·
COc1ccc(OC)c(/C=C2/Sc3ccccc3C2=O)c1 | 15.2 | 56.8* | i
C=CCn1c(COc2ccccc2)nnc1SCC(=O)Nc1ccc(S(N)(=O)=O)cc1 | 22.4 | -17.2 | i
COc1ccc(-c2nnc(SCC(=O)Nc3c(Cl)cc(Cl)cc3C(=O)O)o2)cc1 | 12.3 | -12.6 | ·
O=C(NCCCN1CCN(c2ccccc2)CC1)C1CCCN(c2ncnc3c2nc2n3CCCCC2)C1 (centres undefined) | 12.9 | -29.4 | i
Oc1ccc(C=Nc2cccc3ncccc23)c(O)c1 | 42.7 | -1.3 | i
CCOc1ncccc1C(=O)OCC(=O)N1c2ccccc2CC1C (centres undefined) | 7.7 | -11.1 | ·
CC(C)CC1NC(=O)N(CCCCN2C(=O)c3ccccc3C2=O)C1=O (centres undefined) | 12.0 | -21.4 | i
O=C(O)c1cc(-c2ccc(O)cc2)nc2ccccc12 | 5.6 | 2.6 | i
CCCn1c2c(c(O)c(C(=O)Nc3ncccc3C)c1=O)CCCC2 | 10.2 | -21.8 | i
O=C(NC1CCCCCC1)c1cccc(N2CCCC2=O)c1 | 23.5 | -16.0 | i
Cc1ccc(N(C(=O)CNC(=O)c2ccco2)C(C(=O)NC2CCCC2)c2cccnc2)cc1 (centres undefined) | 15.9 | -44.0 | i
O=C(OCc1nnc(-c2ccccc2)o1)C1CCN(S(=O)(=O)c2cccs2)CC1 | 2.8 | -17.4 | i
